# Screening data from PubChem BioAssay.
# CFTR F508del cor – correctors of CFTR F508del function in bronchial epithelial cells. actives 0.36% (n = 350,000). CFBE cells, YFP halide quenching; stimulated with forskolin plus potentiator P3; % fluorescence drop versus neutral controls. AID 720511. activity (quench increase), % at 7.58 µM;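 active = mean added fluorescence quench of at least 8% versus neutral control, with both replicates also reaching 8%; inconclusive = only one of the mean or replicate conditions met; inactive = mean below 8% and not both replicates reaching 8%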;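 also: cells transiently co-express mutant CFTR-F508del with the halide-sensitive YFP; corrector assay measuring rescue of mutant channel to the surface after 24 h compound exposure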
# GSIS activator – primary screen for activators of insulin secretion dependent on glucose, INS-1E cells, GLuc reporter luminescence; actives 0.61% (n = 370,000); INS-1E GLuc reporter insulin secretion, 2-3 h; activation, % at 16.6 µM;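 active = lowest replicate activation of at least 40%, so every replicate reaches that level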;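 also: 0% = median of neutral control wells and 100% = median of IBMX positive control wells; some compounds called inactive have numbers as strong as hits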
# E-selectin induc – induces E-selectin expression in human endothelial cells. P16581. actives 0.37% (n = 260,000). HUVEC E-selectin immunofluorescence imaging; normalized: neutral wells 0, TNF-alpha wells 100. activation, % at 7.58 µM;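 active = mean E-selectin-positive cell signal at least 10% of the positive control, reached in at least 60% of replicates, without over 20% cell loss; inconclusive = no rule given, readout overlaps actives, possibly toxicity-flagged; inactive = the rest, including those meeting only one limit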;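 also: in these data hits start at about 27%; measured in HUVEC primary endothelial cells; signal is the percent of cells scored E-selectin positive by PE staining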
#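 System: HUVEC, human umbilical vein endothelial cells; quantity: 3,000 cells/well; buffer or medium: EGM-2 medium, gelatin-coated wells; dosing: single-point compound dose; detection: immunofluorescence imaging; evaluation: % PE-positive cells; benchmarks: TNF-alpha, DMSO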
# RAD54 branch – inhibitors of human RAD54 branch migration; RAD54 Holliday junction branch migration, FAM/BHQ fluorescence; AID 602329; Q92698; inhibition, % at 10.4 µM; actives 0.14% (n = 360,000);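 active = mean normalized replicate activity at least 40 and at least half of replicates scoring 40 or more; inconclusive = only one of the two criteria met; inactive = mean below 40 and under half of replicates reaching 40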;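 also: 0% = median of neutral control wells and 100% = median of positive control wells; inhibitors cause a drop in the FAM fluorescence signal; in these data hits start at about 50%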
# Casp6 inh – caspase-6 (human) enzyme inhibition. actives 0.53% (n = 350,000). purified caspase-6, Z-VEID-R110 cleavage fluorescence. P55212. inhibition, % at 12.5 µM;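 active = mean inhibition across replicates at least about 35%, with every replicate also reaching that limit, limit read from the data; inconclusive = only one of the two criteria met; inactive = neither criterion met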;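 also: 0% = median of neutral control wells and 100% = no fluorescence left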
# Target sequence (P55212 24-179 limits assumed): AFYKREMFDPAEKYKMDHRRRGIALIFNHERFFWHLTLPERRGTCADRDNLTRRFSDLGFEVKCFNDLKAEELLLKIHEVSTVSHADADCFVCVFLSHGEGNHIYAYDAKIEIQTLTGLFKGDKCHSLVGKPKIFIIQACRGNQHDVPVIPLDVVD
# Target sequence (P55212 194-293 limits assumed): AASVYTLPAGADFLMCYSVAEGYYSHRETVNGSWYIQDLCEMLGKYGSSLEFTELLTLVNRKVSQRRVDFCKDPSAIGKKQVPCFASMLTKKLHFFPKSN
# RAD52 inh – inhibitors of human RAD52 DNA annealing; recombinant RAD52 DNA annealing, FRET fluorescence; AID 651710; inhibition, % at 18.7 µM; actives 0.46% (n = 360,000);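 active = every replicate showing at least 50% inhibition; inconclusive = mean inhibition at least 50% but not in every replicate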
# Target sequence (P43351 whole entry, looked up): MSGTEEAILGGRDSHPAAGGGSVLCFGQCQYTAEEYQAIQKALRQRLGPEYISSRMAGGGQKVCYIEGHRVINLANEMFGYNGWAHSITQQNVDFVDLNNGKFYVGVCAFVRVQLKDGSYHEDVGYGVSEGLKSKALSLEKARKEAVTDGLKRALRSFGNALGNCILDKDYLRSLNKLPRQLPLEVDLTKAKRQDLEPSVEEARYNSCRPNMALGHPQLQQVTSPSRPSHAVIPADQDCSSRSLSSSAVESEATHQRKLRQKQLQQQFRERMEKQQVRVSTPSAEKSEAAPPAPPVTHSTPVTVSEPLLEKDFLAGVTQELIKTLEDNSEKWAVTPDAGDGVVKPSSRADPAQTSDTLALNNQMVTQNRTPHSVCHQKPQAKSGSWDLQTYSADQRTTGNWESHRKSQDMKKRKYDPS
# XiGFP reactiv – X-chromosome reactivation activator; XiGFP mouse fibroblasts, % GFP-positive cells imaging, 3 d; cells co-treated with 5-aza-dC sensitizer; scaled so ellipticine positive control = 100%; actives 0.055% (n = 360,000); activation, % at 7.58 µM; AID 743238;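 active = mean normalized replicate activation at least 10% and every replicate at or above 10%; inconclusive = only one of the two criteria met; inactive = mean below 10% and not all replicates reach 10%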;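 also: 0% = median of on-plate neutral control wells and 100% = ellipticine 6 µM median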
#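 Schedule: 3 d treatment, 15 min room-temperature fixation; system: 68-5-11 XiGFP fibroblast line; buffer or medium: DMEM plus 5-aza-dC sensitizer; control set: ellipticine 6 µM positive control; compound: one concentration, pinned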
# DENV2 CPE – inhibitors of DENV2 cytopathic effect; actives 1.7% (n = 350,000); AID 651640; DENV2-infected cells, cytopathic effect rescue, plate reader; CPE inhibition, % at 9.99 µM; in the data active = CPE inhibition above about 20%, passing the limit was not always enough; inconclusive = no clear call, values can overlap the other calls; tested in BHK-21 cells;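 also: 0% = median of neutral control wells and 100% = median of positive control wells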
# Numbers without * were called inactive; ? = inconclusive; . = not tested or not shown; & = joins results of further samples.
item	SMILES	CFTR F508del cor	GSIS activator	E-selectin induc	RAD54 branch
1	Cc1ccc2cc(CCNC(=O)c3cccc([N+](=O)[O-])c3)c(=O)[nH]c2c1	0.0	-4	.	.
2	CCCNC(=O)[C@@H]1[C@@H](CO)[C@@H]2Cn3c(ccc(C4=CCCCC4)c3=O)[C@H]1N2	-4.0	32	-0.9	12
3	COc1ccc(-n2ncc3c2CC(C)(C)CC3NC(=O)CCn2nc(C)cc2C)cc1 (stereo not given)	-0.2	-9	0.0	-2
4	CCc1cccc(C)c1N1C(=O)CC(C)(C)CC1=O	-0.7	14	.	.
5	CNC[C@H]1OCCCC[C@H](C)Oc2ccc(NS(=O)(=O)c3ccc(C)cc3)cc2C(=O)N([C@@H](C)CO)C[C@@H]1C	1.1	3	-0.1	-10
6	CCC1(c2ccccc2)NC(=O)N(CC(=O)NCCN2C(=O)S/C(=C\c3cccnc3)C2=O)C1=O (stereo not given)	-2.8	1	-0.2	1
7	O=C(COC(=O)c1ccc(S(=O)(=O)N2CCCC2)cc1)Nc1cccc(Br)c1	-3.2	-5	.	8
8	CC(=O)Oc1ccc(N2C(=O)C3C(C2=O)C2C=CC3C23CC3)cc1[N+](=O)[O-] (stereo not given)	0.0	-55	.	3

item	Casp6 inh	RAD52 inh	XiGFP reactiv	DENV2 CPE
1	2	-2	0.6	.
2	2	6	0.5	13
3	25	-6	0.0	-4
4	-5	2	-0.1	3
5	3	-289	0.0	-5
6	-1	-7	-0.1	-2
7	-3	-4	0.1	-11
8	7	1	-0.1	-1

# Remaining list, next part:
item	SMILES	CFTR F508del cor	GSIS activator	E-selectin induc	RAD54 branch
9	COc1ccc(C2NC(=O)N(CCCC(=O)O)C(C)=C2C(=O)OCc2ccccc2)cc1 (stereo not given)	-0.1	5	0.0	.
10	CNC[C@@H]1Oc2ccc(NC(=O)Nc3ccc4c(c3)OCO4)cc2C(=O)N([C@H](C)CO)C[C@@H]1C	1.2	5	-3.2	6
11	Cc1cccc2c(N=O)c(O)[nH]c12	1.8	23	.	-5
12	CSc1nc2c(c(=O)[nH]1)C(c1cccc(Cl)c1)CC(=O)N2 (stereo not given)	1.9	18	.	.
13	COc1ccc(NC(=O)N(C)C[C@@H]2OCCCC[C@@H](C)Oc3ccc(NC(=O)c4ccccc4)cc3C(=O)N([C@@H](C)CO)C[C@H]2C)cc1	2.2	-17	-0.2	8
14	COc1ccc(S(=O)(=O)N[C@@H]2CC[C@@H](CC(=O)N3CCC(Cc4ccccc4)CC3)O[C@H]2CO)cc1	-1.8	-23	-2.3	0
15	Cc1onc(-c2c(Cl)cccc2Cl)c1C(=O)ONC(=O)c1ccccc1	1.3	0	-0.6	.
16	Cc1ccc(NC(=O)CN2CCOCC2)cc1C	-2.3	3	.	-23

item	Casp6 inh	RAD52 inh	XiGFP reactiv	DENV2 CPE
9	-5	-9	-0.1	-10
10	-1	-4	0.0	9
11	14	-16	0.7	-2
12	-3	-17	0.1	5
13	0	2	-0.1	-4
14	-1	0	-0.2	2
15	1	-6	0.0	-3
16	-1	-12	0.0	-3

# Going on with the list.
item	SMILES	CFTR F508del cor	GSIS activator	E-selectin induc	RAD54 branch
17	CN1CCc2c(OCc3ccc(F)cc3)cccc2C1=O	0.0	.	0.3	.
18	COc1cccc2c1Oc1ncccc1N(C(=O)CCC(=O)NCc1cccc(C)c1)C2	3.3	-8	.	-3
19	CCOP(=O)(/C(C#N)=C(/O)c1ccccc1)c1ccccc1 (stereo not given)	1.9	7	8.7	.
20	COc1ccc(CNC(=O)c2ccc(Cl)c(S(=O)(=O)N3CCOCC3)c2)cc1OC	.	-16	.	-2
21	FC(F)(F)c1cc(CCN2C(=S)NC[C@@H]2Cc2ccccc2)cc(C(F)(F)F)c1	1.7	83	0.1	2
22	CCOC(=O)[C@H](CCc1ccccc1)N[C@H]1CCc2ccccc2N(CC(=O)O)C1=O	-0.5	4	-0.3	1
23	COCc1cn(CC[C@@H]2CC[C@H](NC(=O)Nc3c(C)noc3C)[C@@H](CO)O2)nn1	0.4	9	0.7	3
24	CC(C)NC(=O)Nc1ccc2c(c1)C(=O)N([C@@H](C)CO)C[C@@H](C)[C@@H](CN(C)Cc1ccc(C(F)(F)F)cc1)OCCCC[C@@H](C)O2	2.6	-17	.	3

item	Casp6 inh	RAD52 inh	XiGFP reactiv	DENV2 CPE
17	2	-17	0.0	2
18	-1	-17	0.2	-5
19	-3	-4	0.1	3
20	4	-13	.	.
21	1	1	0.0	-15
22	3	-9	0.0	-4
23	0	1	0.2	-2
24	0	17	0.0	56*

# Carrying on.
item	SMILES	CFTR F508del cor	GSIS activator	E-selectin induc	RAD54 branch
25	Cc1nc2c(OCc3ccc(C(F)(F)F)cc3)cccn2c1N(C)C(=O)CCC1CCCC1	0.0	10	-0.1	-6
26	C[C@H]1CCCCO[C@H](CN(C)S(=O)(=O)c2ccccc2)[C@@H](C)CN([C@@H](C)CO)C(=O)c2cc(NS(=O)(=O)c3ccc(Cl)cc3)ccc2O1	3.4	-46	0.0	4
27	O=C(c1ccc2c(c1)OCO2)N1CCCC(c2ccccc2)C1 (stereo not given)	-1.7	11	.	-2
28	C[C@@H]1CN([C@H](C)CO)C(=O)c2cccc(NS(=O)(=O)c3ccc(F)cc3)c2O[C@@H]1CN(C)S(C)(=O)=O	-1.8	14	0.4	2
29	CN1c2ccc(-c3cccc(C#N)c3)cc2[C@H]2[C@H](CCN2C(=O)NC2CCCC2)[C@@H]1CO	0.0	-12	0.4	.
30	CN(C)c1ccc(/C=C(/NC(=O)c2ccccc2Cl)C(=O)NCCN2CCOCC2)cc1	-1.1	14	.	-17
31	Cc1ccc(NC(=O)c2cc(S(=O)(=O)N3CCCCC3)c[nH]2)cc1C	-3.6	-1	-0.3	14
32	O=C(Nc1ccc2c(c1)OCO2)N[C@H]1CC[C@@H](CCNC(=O)C2CCOCC2)O[C@@H]1CO	-0.5	-4	-0.3	-18

item	Casp6 inh	RAD52 inh	XiGFP reactiv	DENV2 CPE
25	1	-27	-0.1	-3
26	1	8	-0.1	1
27	0	7	.	-3
28	2	2	-0.1	?
29	-1	18	0.1	7
30	-3	-73	0.0	-9
31	0	15	-0.1	-9
32	-2	0	0.0	-2

# Shown as a hit in DENV2 CPE (from the list above):
No.	compound	CFTR F508del cor	GSIS activator	Casp6 inh	RAD52 inh	DENV2 CPE
24	CC(C)NC(=O)Nc1ccc2c(c1)C(=O)N([C@@H](C)CO)C[C@@H](C)[C@@H](CN(C)Cc1ccc(C(F)(F)F)cc1)OCCCC[C@@H](C)O2	2.6	-17	0	17	56*

# 4 structures already listed, sorted by count of non-hydrogen atoms, smallest number first.
item	SMILES	CFTR F508del cor	GSIS activator	E-selectin induc	RAD54 branch
27	O=C(c1ccc2c(c1)OCO2)N1CCCC(c2ccccc2)C1 (stereo not given)	-1.7	11	.	-2
32	O=C(Nc1ccc2c(c1)OCO2)N[C@H]1CC[C@@H](CCNC(=O)C2CCOCC2)O[C@@H]1CO	-0.5	-4	-0.3	-18
28	C[C@@H]1CN([C@H](C)CO)C(=O)c2cccc(NS(=O)(=O)c3ccc(F)cc3)c2O[C@@H]1CN(C)S(C)(=O)=O	-1.8	14	0.4	2
26	C[C@H]1CCCCO[C@H](CN(C)S(=O)(=O)c2ccccc2)[C@@H](C)CN([C@@H](C)CO)C(=O)c2cc(NS(=O)(=O)c3ccc(Cl)cc3)ccc2O1	3.4	-46	0.0	4

item	Casp6 inh	RAD52 inh	XiGFP reactiv	DENV2 CPE
27	0	7	.	-3
32	-2	0	0.0	-2
28	2	2	-0.1	?
26	1	8	-0.1	1

# Additional entries follow.
item	SMILES	CFTR F508del cor	GSIS activator	E-selectin induc	RAD54 branch
33	OC(COc1ccc2c(c1)OCO2)CN1CCCCC1 (stereo not given)	-0.9	0	.	.
34	C=CCc1ccc(OCCN2CCc3ccccc3C2)c(OC)c1	1.2	-42	.	-3
35	N=C1/C(=C\c2ccc(-c3cc(Cl)cc(Cl)c3)o2)C(=O)N=C2SC=C(c3ccccc3)N12	.	13	1.5	-9
36	COc1cc(/C=N/NC(=O)c2sc3nc(C)cc(C)c3c2N)ccc1O	2.6	.	0.4	2
37	CCCCC1=CC2=CC(=O)C(C)(OC(=O)CC)C(=O)C2=CN1Cc1ccc(OC)cc1 (stereo not given)	1.6	16	0.8	0
38	COc1cc2c3c(c1)C(C)=CC(C)(C)N3C(=O)C2=O	2.1	-16	-0.1	.
39	O=C(NC1CCCCNC1=O)c1ccccc1 (stereo not given)	0.9	-4	0.0	-2
40	COc1ccc(S(=O)(=O)N(C)C[C@@H]2OCCCC[C@@H](C)Oc3ccc(NC(=O)CCCN(C)C)cc3C(=O)N([C@H](C)CO)C[C@@H]2C)cc1	1.2	2	-0.1	4

item	Casp6 inh	RAD52 inh	XiGFP reactiv	DENV2 CPE
33	-3	-3	0.0	3
34	-7	-22	0.1	-1
35	.	.	0.0	.
36	2	-12	0.0	3
37	2	-26	0.1	8
38	10	-13	0.3	5
39	-2	-13	0.0	-9
40	2	14	-0.1	-6

# (listing goes on)
item	SMILES	CFTR F508del cor	GSIS activator	E-selectin induc	RAD54 branch
41	CC(C)NC(=S)N=Nc1c(O)[nH]c2ccc([N+](=O)[O-])cc12	5.8	-8	.	.
42	CCC(C)NC(=O)c1ccc2c(SCC(=O)O)c3c(nc2c1)CCCC3 (stereo not given)	.	-1	0.3	-3
43	Cc1cc(C)c(OCCCn2ccnc2)c(C)c1	1.7	7	.	8
44	O=C(CN1CCOCC1)Nc1ccc(N2CCN(c3ccccc3)CC2)c(F)c1	-2.6	2	-3.2	3
45	CCOC(=O)Cc1c(C)nc2c(-c3ccc(Cl)cc3)c(C)[nH]n2c1=O	1.4	-3	.	0
46	COc1ccc(NC(=O)Nc2ccc3c(c2)C(=O)N([C@H](C)CO)C[C@H](C)[C@@H](CN(C)Cc2ccc(Cl)c(Cl)c2)OCCCC[C@@H](C)O3)cc1	0.7&-0.3	6&5	1.0	2&4
47	Cc1ccc(OC(=O)c2cccnc2)cc1	2.2	-12	0.0	-5
48	CC(C)NC(=O)N(C)C[C@@H]1Oc2c(cccc2N(C)C)C(=O)N([C@@H](C)CO)C[C@@H]1C	-1.5	-2	-1.3	-7
49	CC1CCCCN1C(=O)COC(=O)C1CCN(S(=O)(=O)c2c(Cl)cccc2Cl)CC1 (stereo not given)	2.2	-31	-0.6	-5

item	Casp6 inh	RAD52 inh	XiGFP reactiv	DENV2 CPE
41	0	-13	0.6	3
42	.	.	0.0	.
43	-1	-4	0.2	-7
44	5	-41	0.0	2
45	-3	-4	.	.
46	-2	-19&-5	-0.1&-0.1	?
47	-6	-2	0.0	-4
48	1	-11	0.0	-4
49	1	-10	-0.1	5
